SR-BI HDL uptake: inhibitors of mouse SR-BI mediated HDL lipid uptake; 320,000 compounds, 0.96% hits; Q61009; ldlA[mSR-BI] CHO cells, DiI-HDL uptake fluorescence, 3 h; AID 488896; inhibition, % at 12.5 µM;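 active means mean replicate inhibition of at least 70% and a set share of replicates each scoring 70 or more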;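 further: 0% = median of neutral control wells and 100% = median of positive control wells; values of inactives mirror those of a sister screen read the other way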
Target sequence (Q61009 whole entry, looked up): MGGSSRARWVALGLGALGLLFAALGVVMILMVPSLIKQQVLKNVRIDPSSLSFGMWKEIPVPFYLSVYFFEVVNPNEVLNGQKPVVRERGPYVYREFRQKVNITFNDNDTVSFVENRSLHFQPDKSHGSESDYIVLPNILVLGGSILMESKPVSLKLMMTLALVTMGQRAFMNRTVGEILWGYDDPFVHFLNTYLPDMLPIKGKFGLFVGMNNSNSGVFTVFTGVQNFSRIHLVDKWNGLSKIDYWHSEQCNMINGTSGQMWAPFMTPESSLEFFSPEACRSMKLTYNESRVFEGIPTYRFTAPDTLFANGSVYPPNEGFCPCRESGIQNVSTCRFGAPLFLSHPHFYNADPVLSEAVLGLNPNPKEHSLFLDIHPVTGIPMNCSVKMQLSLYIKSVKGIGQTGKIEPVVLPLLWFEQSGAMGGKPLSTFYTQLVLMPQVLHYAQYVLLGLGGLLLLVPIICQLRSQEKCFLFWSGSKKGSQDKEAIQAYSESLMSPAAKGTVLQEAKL
CAL PDZ FP-1: blocks peptide binding to the human CAL PDZ domain; 300,000 compounds, 0.92% hits; purified CAL PDZ, TMR-peptide fluorescence polarization, 1 h; inhibition, % at 24.9 µM; AID 602252; Q9HD26;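 active means mean inhibition of at least 30% with at least half of replicates also reaching 30%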;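 further: 0% = DMSO neutral control and 100% = excess unlabeled competitor peptide PRC23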
SR-BI DiI-HDL act: SR-BI HDL lipid transfer activation | CHO ldlA[mSR-BI] cells, DiI-HDL uptake fluorescence, 3 h; 100 = double the neutral-control signal | activation, % at 12.5 µM | 320,000 compounds, 0.096% hits;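 active means mean replicate activation of at least 60% and every replicate at or above 60%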;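 further: 0% = median plate neutral-control signal and 100% = twice that signal; values of inactives mirror those of a sister screen read the other way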
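Material: SR-BI-overexpressing, LDLR-lacking CHO cells; schedule: compound exposure 3 h, 37 °C; reagent: DiI-labelled HDL at 10 µg/mL final; technique: bottom-read fluorescence, 550/595 nm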
phage Ecoli inh: E. coli growth loss with phage present; growth absorbance; 360,000 compounds, 0.26% hits; inhibition, % at 11.9 µM; in the data active means inhibition above about 11%
CAL PDZ FP-2: human CAL PDZ-peptide interaction inhibition; 330,000 compounds, 0.02% hits; inhibition, % at 20 µM; Q9HD26; AID 504414; purified CAL PDZ, TMR-peptide fluorescence polarization, 1 h;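 active means highest replicate inhibition of at least 40%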;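 further: plate controls were DMSO neutral control wells for no effect and unlabeled competitor peptide control wells for full effect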
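System: purified tagged CAL PDZ domain construct (CerCALP). Schedule: 1 h incubation at room temperature before polarization reading. Medium: 25 mM sodium phosphate pH 7.4, 150 mM NaCl, TCEP, IgG, Thesit. Read-out: percent inhibition from loss of millipolarization. Measured by: FP readout, S and P plane fluorescence. Probe or stimulus: fluorescent TMR peptide probe.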
Wnt act: activators of Wnt/beta-catenin signaling; Wnt/beta-catenin reporter cell assay, activator, plate reader; 300,000 compounds, 1.2% hits; activation, % at 9.35 µM; in the data active means activation above about 30%, passing the limit was not always enough;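 further: 0% = neutral control wells and 100% = positive control wells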
Tat transport: E. coli Tat transport inhibition; E. coli MC4100 TorA-mCherry Tat export, fluorescence; inhibition, % at 10 µM; 340,000 compounds, 0.036% hits; AID 488895;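 active means mean replicate inhibition at least 50% and at least half of replicates individually reaching 50%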;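 further: exported cargo escapes ClpAP degradation while cytoplasmic cargo is degraded and loses fluorescence; 0% = median of neutral control wells and 100% = median of NaSCN control wells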
MITF act: MITF TRPM1 promoter activation in melanoma cells; AID 588334; SK-MEL-5 TRPM1-promoter luciferase, 24 h; % of positive control, neutral wells = 0; activation, % at 12.5 µM; 300,000 compounds, 0.75% hits;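 active means mean activation of at least 80% with every replicate also reaching 80%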;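 further: 0% = neutral control wells and 100% = parthenolide positive control wells; values of inactives mirror those of a sister screen read the other way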
AddAB inh: less growth of phage-infected E. coli with AddAB; E. coli expressing H. pylori AddAB, absorbance growth; inhibition, % at 11.9 µM; 330,000 compounds, 0.29% hits; AID 435030; in the data active means inhibition above about 12%;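 further: 0% = vehicle wells of infected cells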
E coli growth: counter-screen for AddAB inhibitors: E. coli growth inhibition. E. coli V3065 growth, OD600 absorbance, 18 h. inhibition, % at 11.9 µM. 330,000 compounds, 0.27% hits;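 active means inhibition above the campaign's mean inhibition across all tested compounds plus 3 SD, cut at about 9.9% in these data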;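 further: uninfected addAB+ strain grown without phage in ampicillin broth; 0% = DMSO wells and 100% = ciprofloxacin 0.95 µg/ml wells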
Numbers without * were called inactive; x = not tested or not shown. The order is random. Share with any hit: about 3.6%.

SMILES | SR-BI HDL uptake | CAL PDZ FP-1 | SR-BI DiI-HDL act | phage Ecoli inh | CAL PDZ FP-2 | Wnt act | Tat transport | MITF act | AddAB inh | E coli growth
COc1ccc(CCN=C(N)NS(=O)(=O)c2ccccc2)cc1OC | -37 | -1 | 37 | 4.1 | -0.4 | -2 | -11 | -8 | 3.5 | -0.4
CC(=O)Nc1ccc(Sc2ccccc2C(=O)Nc2ccc(F)cc2)cn1 | 47 | -1 | -47 | 1.4 | -2.1 | 1 | -7 | -1 | -1.2 | -0.2
Cc1ccc2cc(CN(CC3CCCO3)C(=S)Nc3ccccc3)c(=O)[nH]c2c1 (centres undefined) | -3 | 2 | 3 | 3.1 | 0.2 | -1 | 1 | -20 | 6.1 | 1.3
N#Cc1ccc(C23CC4CC(CC(C4)C2)C3)[nH]c1=O | -1 | 2 | 1 | 2.5 | 0.0 | 3 | 0 | -8 | 3.0 | -2.5
O=C(CSc1nc2ccccc2[nH]1)N1CCCCC1 | -9 | x | 9 | 1.2 | -1.3 | x | 5 | 106* | -1.8 | -1.2
Cc1ccc(-c2cc(C(=O)OCC(=O)N(C)C3CCS(=O)(=O)C3)c3ccccc3n2)c(C)c1 (centres undefined) | 29 | 1 | -29 | -0.2 | -0.5 | -1 | 7 | -6 | -5.2 | -2.0
CCC(=O)C1=C(N2CCCC2)CC(C)(C)CC1=O | 10 | -2 | -10 | 3.8 | x | -2 | -2 | -10 | 0.2 | 0.2
COc1ccc(CCC(=O)N2CCN(S(=O)(=O)c3ccc(OC(F)(F)F)cc3)CC2)cc1 | 4 | -1 | -4 | 1.3 | -0.1 | -2 | 6 | -4 | 0.4 | -0.5
Cc1c(NC(=O)COc2ccc3ccccc3c2)c(=O)n(-c2ccccc2)n1C | x | x | x | 1.6 | x | -1 | x | x | 1.6 | 2.3
Cc1ccc(C2C(=O)N(C3CCCC3)CC(=O)N2CC2COc3ccccc3O2)cc1 (centres undefined) | -20 | 1 | 20 | 2.2 | -1.1 | -5 | 9 | 6 | 1.6 | 1.6
O=C(O)C1=CCCc2ccc(F)cc21 | -8 | -1 | 8 | 3.0 | -0.2 | 0 | 0 | -4 | x | x
CC(=O)N/C(=C\c1ccc(F)cc1)C(=O)NC(Cc1c[nH]c2ccccc12)C(=O)O (centres undefined) | -18 | -1 | 18 | 2.1 | -1.0 | -1 | 0 | -4 | 0.0 | 0.1
CCc1ccc(NC(=O)NCCN2CCc3ccccc3C2)cc1 | -16 | -5 | 16 | 2.2 | -0.3 | -1 | 0 | x | 1.0 | -0.5
C/C(=N\NC(=S)Nc1ccc(C)cc1)c1cccc(N)c1 | 55 | -4 | -55 | 3.8 | -2.1 | 5 | -4 | 14 | 0.7 | 0.2
Cc1cccc(CN2CCc3c(OCC(=O)N4CCCc5ccccc54)cccc3C2=O)c1 | -8 | -4 | 8 | 5.2 | 0.1 | x | 8 | 3 | 2.1 | -1.1
Cc1cccn2c(=O)c3cc(C(=O)NCCc4ccccc4)sc3nc12 | 9 | -4 | -9 | -3.2 | -0.3 | 2 | -3 | 8 | 1.8 | -1.1
CCOc1ccccc1OC(=O)c1cc2ccccc2oc1=O | -6 | 1 | 6 | -1.1 | -1.8 | -1 | -9 | 14 | 2.3 | 1.2
COc1ccc(NC(=O)C2CCN(S(=O)(=O)c3c(C)noc3C)CC2)cc1OC | 14 | -4 | -14 | 0.9 | -1.3 | -1 | -7 | 5 | 2.3 | 2.2
COc1ccc(-c2csc3ncnc(N4CCN(S(=O)(=O)c5cccc(C(F)(F)F)c5)CC4)c23)cc1 | -2 | x | 2 | 3.8 | -0.4 | -11 | 0 | 14 | 1.1 | 1.1
Cc1cc(C)c2c(NC(=S)NC(=O)c3ccccc3)n[nH]c2n1 | -4 | x | 4 | 2.6 | 0.5 | 1 | -3 | -7 | 5.9 | 3.3
COc1ccc(/C=N\NC(=O)COc2ccc(C(C)(C)C)cc2)cc1Cn1nc(C)cc1C | 13 | -1 | -13 | 2.5 | 0.4 | -3 | 0 | x | 1.7 | -3.4
Cc1ccc(NC(=O)/C(C#N)=C(\N)C(Cl)(Cl)Cl)nc1 | -10 | -3 | 10 | x | 0.6 | x | -6 | -56 | 1.5 | 0.5
O=C(/C=C/c1cccs1)c1cc(Br)ccc1OC(=O)N1CCOCC1 | 27 | x | -27 | 1.8 | -1.2 | x | 6 | 8 | -2.7 | -3.0
O=Cc1ccc(-n2nncc2-c2ccc([N+](=O)[O-])cc2)cc1 | -13 | -1 | 13 | 6.1 | -2.0 | 5 | 3 | -10 | -0.5 | 1.3
C[C@]1(C(=O)NCCCNc2ncc(C(F)(F)F)cc2Cl)C=C[C@@H](Cc2ccccc2)N1C(=O)c1ccccc1 | 6 | 2 | -6 | x | -1.5 | x | 8 | -2 | 1.1 | 2.5
Cc1ccc(C2CC(=O)c3cnc(N4CCc5ccccc5C4)nc3C2)cc1 (centres undefined) | -12 | -4 | 12 | 2.7 | -0.6 | x | -10 | -3 | 1.9 | 1.1
Cn1c(CN2CCCC2)c(C#N)c2ccccc21 | -11 | -4 | 11 | 3.8 | -1.5 | -2 | 1 | 0 | 1.2 | -2.2
NS(=O)(=O)c1ccc(NC(=O)CN2CCc3ccccc3C2)cc1 | -18 | -4 | 18 | 2.2 | -2.1 | 0 | 6 | -6 | 2.5 | -3.0
C#CCOCCOCCOCCNc1nc(N2CCN(C(=O)[C@H](CCC(=O)O)n3cc(C(N)CC(C)C)nn3)CC2)nc(N2CCN(C(=O)[C@H](Cc3ccc(O)cc3)n3cc(C(N)CC(C)C)nn3)CC2)n1 (some centres undefined) | -5 | 0 | 5 | x | -0.8 | x | 1 | 4 | 2.7 | -0.8
CC(Oc1ccc2c3c(c(=O)oc2c1)CCCC3)C(=O)NCCN1CCOCC1 (centres undefined) | -7 | -3 | 7 | 0.6 | -1.2 | -2 | -18 | 7 | 4.8 | -0.9

Arranged by the number under AddAB inh (highest first): six from the list above
structure | AddAB inh
C#CCOCCOCCOCCNc1nc(N2CCN(C(=O)[C@H](CCC(=O)O)n3cc(C(N)CC(C)C)nn3)CC2)nc(N2CCN(C(=O)[C@H](Cc3ccc(O)cc3)n3cc(C(N)CC(C)C)nn3)CC2)n1 (some centres undefined) | 2.7
COc1ccc(/C=N\NC(=O)COc2ccc(C(C)(C)C)cc2)cc1Cn1nc(C)cc1C | 1.7
Cc1ccc(NC(=O)/C(C#N)=C(\N)C(Cl)(Cl)Cl)nc1 | 1.5
Cn1c(CN2CCCC2)c(C#N)c2ccccc21 | 1.2
O=Cc1ccc(-n2nncc2-c2ccc([N+](=O)[O-])cc2)cc1 | -0.5
O=C(/C=C/c1cccs1)c1cc(Br)ccc1OC(=O)N1CCOCC1 | -2.7

The main list resumes; the 2 compounds before the break are reprinted first.
SMILES | SR-BI HDL uptake | CAL PDZ FP-1 | SR-BI DiI-HDL act | phage Ecoli inh | CAL PDZ FP-2 | Wnt act | Tat transport | MITF act | AddAB inh | E coli growth
C#CCOCCOCCOCCNc1nc(N2CCN(C(=O)[C@H](CCC(=O)O)n3cc(C(N)CC(C)C)nn3)CC2)nc(N2CCN(C(=O)[C@H](Cc3ccc(O)cc3)n3cc(C(N)CC(C)C)nn3)CC2)n1 (some centres undefined) | -5 | 0 | 5 | x | -0.8 | x | 1 | 4 | 2.7 | -0.8
CC(Oc1ccc2c3c(c(=O)oc2c1)CCCC3)C(=O)NCCN1CCOCC1 (centres undefined) | -7 | -3 | 7 | 0.6 | -1.2 | -2 | -18 | 7 | 4.8 | -0.9
Cc1cc(-c2ccc(Cl)cc2)c2cnn(C(C)C)c2n1 | 48 | 8 | -48 | 0.7 | 1.1 | 4 | -1 | 32 | 1.1 | 1.4
CCCc1nnc(NC(=O)c2nc(S(=O)(=O)Cc3ccc(C)cc3)ncc2Cl)s1 | -23 | -6 | 23 | 2.7 | -2.0 | 4 | -5 | -73 | 3.8 | -2.3
Cc1ccc(C(=O)O/N=C(\N)c2ccccn2)cc1 | 10 | -3 | -10 | -1.4 | -0.6 | 0 | -6 | -69 | 3.2 | 1.1
COc1ccc(CCC(=O)OCC(=O)N(C)c2c(N)n(Cc3ccccc3)c(=O)[nH]c2=O)cc1 | -21 | -2 | 21 | 3.4 | -2.8 | -2 | -3 | -1 | 1.8 | -0.8
CCc1ccccc1N(C(=O)CNC(=O)c1ccco1)C(C(=O)NC1CCCC1)c1cccnc1 (centres undefined) | -14 | -3 | 14 | -0.5 | -0.6 | -2 | 7 | 2 | -0.3 | -0.3
Cc1cc(C)n(-c2nc3sc4c(c3c3nnc(SC(C)C)n23)CC(C)(C)OC4)n1 | 3 | -3 | -3 | 4.6 | -0.3 | 27 | -8 | 6 | 0.8 | 0.2
O=C1CC(C(=O)O)NC(=S)N1 (centres undefined) | -3 | x | 3 | 2.4 | -0.5 | 0 | -8 | 5 | x | x
CC(C)c1ccc(CNc2ncc(Br)cn2)cc1 | 2 | -3 | -2 | 2.4 | 0.7 | 21 | -11 | 96* | 0.2 | 0.8
Cc1ccc(NC(=O)c2ccncc2)cc1S(=O)(=O)N(C)C | -9 | x | 9 | 2.6 | -0.7 | -2 | -4 | -2 | 2.2 | 1.6
O=c1[nH]c(CN2CCN(c3ccccc3Cl)CC2)nc2ccsc12 | -26 | -10 | 26 | 0.3 | 0.4 | -3 | 4 | -4 | 0.6 | -0.2
CC1(C)Cc2c(c(=S)nc(-c3ccccc3)n2CCCN2CCOCC2)CO1 | x | 0 | x | 1.3 | -0.4 | x | -10 | -3 | -0.7 | 3.0
CC1CCCC(NC(=O)CCC(=O)c2ccc(F)cc2)C1C (centres undefined) | x | 0 | x | 0.3 | -0.8 | 5 | 24 | 20 | -1.7 | 1.4
CCN(CC)CC(=O)Nc1cc(N(C)C)nc2ccccc12 | 11 | -2 | -11 | -0.5 | -1.1 | -2 | -4 | x | -0.8 | 0.9
CCc1ccc2oc(=O)cc(CN3CCOCC3)c2c1 | 15 | -5 | -15 | 3.8 | -0.7 | x | -1 | -2 | 0.2 | 3.4
CCOC(=O)C(=O)N1CCC(C(=O)OC)CC1 | -10 | -3 | 10 | 0.7 | 0.3 | -2 | -11 | -1 | 3.4 | 1.3
COc1ccc(S(=O)(=O)N2CCN(C)CC2)cc1C | 13 | x | -13 | -1.8 | 0.5 | 1 | 7 | 3 | 7.5 | -0.7
Cc1c(C(=O)NCCN2CCOCC2)oc2ccc(Br)cc12 | -10 | 1 | 10 | 0.2 | -2.3 | 4 | -1 | 36 | -1.1 | 0.7
CC(=O)NCCc1nc2cc(NC(=O)c3ccccc3C)ccc2n1C | -15 | 0 | 15 | 1.0 | -0.6 | 2 | 8 | x | 2.4 | -0.4
Cc1c(NC(=O)/C(C#N)=C/c2ccc(-c3cccc(Cl)c3)o2)c(=O)n(-c2ccccc2)n1C | 62 | -5 | -62 | 1.7 | -2.8 | 2 | 8 | -1 | 1.6 | -0.8
COc1ccccc1NS(=O)(=O)/C=C/c1ccccc1 | -24 | -4 | 24 | 1.7 | -0.7 | -1 | 5 | -3 | -0.7 | 0.5
O=c1[nH]c(CSc2nnc(-c3cccnc3)n2C2CCCCC2)nc2ccccc12 | 11 | -8 | -11 | 1.1 | -2.4 | x | -1 | 7 | 2.0 | 1.8
